# TMEM16A act = TMEM16A chloride channel activators or potentiators, primary screen, cell-based, HTS; HEK293 TMEM16A/YFP-H148Q/I152L, iodide quench fluorescence; hits give low values; B-score at 10 µM; hit rate 0.3% among 340,000; AID 623877, 2012;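 active = fluorescence-ratio B-score plate-corrected deviation score at least 3 library SD below zero, with starting fluorescence score within 5 deviations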;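 note: channel opened by trigger with iodide after compound preincubation; score built on the fluorescence ratio of max minus min over baseline; more negative score means more quench and so TMEM16A activation or potentiation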
# Target sequence (Q8BHY3 whole entry, looked up): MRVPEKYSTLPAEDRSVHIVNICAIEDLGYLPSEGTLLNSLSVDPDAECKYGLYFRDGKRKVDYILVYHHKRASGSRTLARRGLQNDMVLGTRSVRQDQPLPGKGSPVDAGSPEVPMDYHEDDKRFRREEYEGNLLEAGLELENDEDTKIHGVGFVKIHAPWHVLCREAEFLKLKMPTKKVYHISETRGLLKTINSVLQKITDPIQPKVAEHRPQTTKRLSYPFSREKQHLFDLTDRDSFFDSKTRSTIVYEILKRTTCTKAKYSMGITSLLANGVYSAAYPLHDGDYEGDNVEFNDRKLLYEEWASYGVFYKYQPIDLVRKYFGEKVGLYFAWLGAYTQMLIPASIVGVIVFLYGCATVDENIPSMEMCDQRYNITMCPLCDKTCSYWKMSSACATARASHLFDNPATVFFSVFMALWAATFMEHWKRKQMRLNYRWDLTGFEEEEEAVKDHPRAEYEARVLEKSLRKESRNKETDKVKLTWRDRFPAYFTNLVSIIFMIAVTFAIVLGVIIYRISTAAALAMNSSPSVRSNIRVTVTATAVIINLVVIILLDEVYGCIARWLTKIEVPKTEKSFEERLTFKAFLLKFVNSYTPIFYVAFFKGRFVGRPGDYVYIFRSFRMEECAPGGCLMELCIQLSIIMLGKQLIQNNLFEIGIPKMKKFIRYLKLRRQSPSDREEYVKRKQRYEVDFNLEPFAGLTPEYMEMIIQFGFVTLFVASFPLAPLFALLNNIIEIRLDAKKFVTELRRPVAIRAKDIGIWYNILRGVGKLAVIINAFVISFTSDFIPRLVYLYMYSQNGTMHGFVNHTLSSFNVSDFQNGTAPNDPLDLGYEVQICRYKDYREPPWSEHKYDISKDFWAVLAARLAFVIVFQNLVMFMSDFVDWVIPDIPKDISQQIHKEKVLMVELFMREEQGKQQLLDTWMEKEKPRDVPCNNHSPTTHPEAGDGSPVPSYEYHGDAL
# KCNK3 block = human KCNK3 channel inhibitors, primary screen, CHO cells, FluxOR thallium flux, B-score | Potassium channel subfamily K member 3 (Homo sapiens), O14649 | AID 602410, 2012 | hit rate 0.84% among 340,000 | B-score at 10 µM | FluxOR fluorescence; hits give low values;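 active = B-score under library mean minus 4 SD, starting fluorescence ratio at most library mean plus 5 SD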;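 note: more negative B-score means stronger inhibition of thallium flux through KCNK3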
# * = called active by the depositor; i = inactive. This is a subset; rates above refer to the full screens.
SMILES,TMEM16A act,KCNK3 block
CC(C)[C@H](NC(=O)c1ccc(Cl)cc1)C(=O)OCC(=O)N1CCN(c2ccccc2)CC1,i,i
O=C(CNC(=O)c1ccccc1F)NCC(c1cccs1)N1CCOCC1 (configuration not stated),i,i
O=C(CN1C(=O)NC2(CCCCC2)C1=O)Oc1ccc2ccc(=O)oc2c1,i,i
O=C(/C=C/c1cccc(C(F)(F)F)c1)NNC(=O)c1ccncc1,i,i
COc1ccc(OC)c(/C=C/C(=O)c2ccc3c(c2)OCO3)c1,i,i
CN(CC(=O)Nc1ccccc1Br)C(=O)CN1CCN(Cc2cccc(Cl)c2)CC1,i,i
Cc1ccc(C(=O)N2[C@@H]3CN(C)C(=O)[C@@]2(C)[C@H]2C(=O)N(C)C(=O)[C@@H]32)cc1,i,i
O=C1CSCc2nc3ccccc3n21,i,i
CC(C)(C)[C@@H]1COC(=O)[C@H](Cc2ccc(F)cc2)CC/C=C\C[C@H](CC(=O)N(CCO)Cc2ccccc2)C(=O)N1,i,i
CCc1noc(C)c1C(=O)Nc1nc2c(F)cc(F)cc2s1,i,i
CCOC(=O)c1[nH]cnc1C(=O)N1CCN(C(=O)OC(C)(C)C)CC1,i,i
O=C(CSc1n[nH]c(=O)[nH]c1=O)Nc1c(Cl)cc(Cl)cc1Cl,i,i
Cc1ccc(CC(NC(=O)c2ccc(C)cc2)C(=O)O)cc1 (configuration not stated),i,i
O=C1OC(c2ccccc2)(c2ccccc2)c2ccccc21,i,-12.5*
COc1ccc(OC)c(C(=O)C(=O)c2cc(OC)ccc2OC)c1,i,i
COc1cc(CC2C(=O)OCC2C(=O)c2ccc3c(c2)OCO3)cc(OC)c1OC (configuration not stated),i,i
CSCCC(NC(=O)CCNC(=O)c1ccccc1Cl)c1nc2ccccc2[nH]1 (configuration not stated),i,i
CC(=O)Nc1ccc2c(c1)C(=Nc1ccccc1)c1ccccc1-2,i,i
C[C@H](CO)N1C[C@H](C)[C@@H](CN(C)S(=O)(=O)c2ccc(F)cc2)Oc2ccc(NC(=O)C3CCCCC3)cc2C1=O,i,i
CC(C)Cn1nc(C(=O)Nc2cccc(S(=O)(=O)N3CCCC3)c2)c2ccccc2c1=O,i,i

# The last 6 records of the section before lead into the next.
SMILES,TMEM16A act,KCNK3 block
COc1ccc(OC)c(C(=O)C(=O)c2cc(OC)ccc2OC)c1,i,i
COc1cc(CC2C(=O)OCC2C(=O)c2ccc3c(c2)OCO3)cc(OC)c1OC (configuration not stated),i,i
CSCCC(NC(=O)CCNC(=O)c1ccccc1Cl)c1nc2ccccc2[nH]1 (configuration not stated),i,i
CC(=O)Nc1ccc2c(c1)C(=Nc1ccccc1)c1ccccc1-2,i,i
C[C@H](CO)N1C[C@H](C)[C@@H](CN(C)S(=O)(=O)c2ccc(F)cc2)Oc2ccc(NC(=O)C3CCCCC3)cc2C1=O,i,i
CC(C)Cn1nc(C(=O)Nc2cccc(S(=O)(=O)N3CCCC3)c2)c2ccccc2c1=O,i,i
CCCS(=O)(=O)Nc1ccc(Nc2c3ccccc3nc3ccccc23)c(OC)c1,i,i
COc1cc(CCNC2=CC(=O)c3ncccc3C2=O)ccc1O,i,i
O=C1C(=NO)CC(c2ccccc2)N1c1ccccc1 (configuration not stated),i,i
N#Cc1cccc(NC(=O)COC(=O)CCc2ccc(S(=O)(=O)N3CCOCC3)cc2)c1,i,i
O=C(CNC(=O)c1ccc2ccccc2c1)Nc1ncccc1O,i,i
CCCN(C(=O)c1c(-c2ccccc2)noc1C)c1c(N)n(Cc2ccccc2)c(=O)[nH]c1=O,i,i
Nc1nc(N)nc(-c2ccc([N+](=O)[O-])o2)n1,i,i
Cc1nc2ccc(NS(=O)(=O)c3ccc(F)cc3F)cc2s1,i,i
CC(=O)c1cccc(NC(=O)C(C)OC(=O)c2ccc(-n3cnnn3)cc2)c1 (configuration not stated),i,i
O=Nc1c(O)[nH]c2ccc(Cl)c(Cl)c12,i,i
CCOC(=O)c1c(NC(=O)COC(=O)c2ccccn2)sc(C)c1C,i,i
CCOc1ccccc1N1CCN(C(=O)c2ccc(S(=O)(=O)Nc3ccccc3)cc2)CC1,i,i
Cc1ccc(-n2ncc3c(=O)[nH]c(SCC(=O)N4CC(=O)Nc5ccccc54)nc32)cc1,i,i
Cc1cccc(C)c1OCC(=O)NCC1COc2ccccc2O1 (configuration not stated),i,i
COc1cccc(CNC(=O)c2ccc(Cl)c(S(=O)(=O)N3CCOCC3)c2)c1,i,i
Cc1ccc(NC(=O)c2nc[nH]c2C(=O)NC2CCN(C(=O)OC(C)(C)C)CC2)cc1,i,i
Oc1c(CN2CCOCC2)cc(CN2CCOCC2)cc1CN1CCOCC1,i,i
O=C(CN1CCN(S(=O)(=O)c2ccc(C(F)(F)F)cc2)CC1)N1CCNC1=O,i,i
Cc1ccc(-c2cccc(-c3cc(=O)oc4ccc(C(C)(C)C)cc34)c2)cc1,i,i
CCc1ccc(C(=O)Nc2ccc(OC)c(S(=O)(=O)N3CCCCC3)c2)cc1,i,i

# At a glance, 4 of the compounds above:
SMILES,TMEM16A act,KCNK3 block
Oc1c(CN2CCOCC2)cc(CN2CCOCC2)cc1CN1CCOCC1,i,i
O=C(CN1CCN(S(=O)(=O)c2ccc(C(F)(F)F)cc2)CC1)N1CCNC1=O,i,i
Cc1ccc(-c2cccc(-c3cc(=O)oc4ccc(C(C)(C)C)cc34)c2)cc1,i,i
CCc1ccc(C(=O)Nc2ccc(OC)c(S(=O)(=O)N3CCCCC3)c2)cc1,i,i

# Continued.
SMILES,TMEM16A act,KCNK3 block
O=c1c2ccccc2sc2c(CO)ccc(NCCN3CCCCC3)c12,i,i
O=C(CCc1nc2ccccc2c(=O)[nH]1)NCCN1C(=O)S/C(=C\c2ccc(OC(F)F)cc2)C1=O,i,i
Cc1cc(=O)oc2cc(NC(=O)COc3ccccc3[N+](=O)[O-])ccc12,i,i
O=C(O)C(Cc1ccccc1N(CCO)CCO)N1C(=O)c2ccccc2C1=O (configuration not stated),i,i
O=[N+]([O-])c1cccc(C=NN2CCCCCC2)c1,i,i
CCOC(=O)C1=CN(Cc2ccco2)S(=O)(=O)NC1c1ccc(F)c(Cl)c1 (configuration not stated),i,i
Cc1ccc(C(=O)O)c(NC=O)c1OCc1ccccc1,i,i
CCCCCc1ccc(C(=O)CCC(=O)OCC(=O)N(CC)c2c(N)n(Cc3ccccc3)c(=O)[nH]c2=O)cc1,i,i
O=[N+]([O-])c1ccc(NS(=O)(=O)N2CCOCC2)cc1,i,i
O=C(CNCc1ccc(Cl)cc1)Nc1cccc(C(=O)O)c1,i,i
O=C(Cc1cccc([N+](=O)[O-])c1)Nc1cccc(C(=O)N2CCCCC2)c1,i,i
Cc1sc2nc(CN3CCCC3)nc(N3CCN(S(=O)(=O)c4cccc(F)c4)CC3)c2c1C,i,i
C[C@H](CO)N1C[C@H](C)[C@@H](CN(C)S(=O)(=O)c2ccccc2)Oc2c(NC(=O)Cc3ccccc3)cccc2C1=O,i,i
CCC(NC(=O)CCC(=O)N1CCN(S(=O)(=O)c2ccc(C)cc2)CC1)c1ccc(C)cc1 (configuration not stated),i,i
O=C(CSc1ccccc1F)NC(=O)c1ccc(Cl)cc1,i,i
C=CC[C@@H](Cc1ccc(F)cc1)C(=O)OC[C@@H]1CCCN1C(=O)[C@H](CC=C)CC(=O)NCCO,i,i
N#Cc1ccc(OCC(=O)OCC(=O)c2ccccc2)cc1,i,i
CCCCn1c(N)c(N(CC)C(=O)C2CCN(C(=O)c3ccccc3C)CC2)c(=O)[nH]c1=O,i,i
Cc1c[n+]([O-])cc(C)c1[N+](=O)[O-],i,i
COc1ccccc1CN(C)C(=O)c1cccc(S(=O)(=O)N2CCCC2)c1,i,i

# With a hit mark in KCNK3 block, of those listed so far:
SMILES,TMEM16A act,KCNK3 block
O=C1OC(c2ccccc2)(c2ccccc2)c2ccccc21,i,-12.5*

# Full records, looked up by structure. Values in the order: TMEM16A act	KCNK3 block
# Entry for Cc1ccc(C(=O)O)c(NC=O)c1OCc1ccccc1 → i	i
# Entry for CCCCCc1ccc(C(=O)CCC(=O)OCC(=O)N(CC)c2c(N)n(Cc3ccccc3)c(=O)[nH]c2=O)cc1 → i	i
# Entry for Cc1cc(=O)oc2cc(NC(=O)COc3ccccc3[N+](=O)[O-])ccc12 → i	i

# (list continues)
SMILES,TMEM16A act,KCNK3 block
Cc1c(C(=O)O)sc(S(=O)(=O)N2CCN(C(=O)Cc3ccccc3)CC2)c1C(=O)O,i,i
O=c1ccn(C2CCCO2)c(=O)[nH]1 (configuration not stated),i,i
CC1CCCCC12NC(=O)N(CC(=O)OCC(=O)NCc1ccc(F)cc1)C2=O (configuration not stated),i,i
Cc1ccc(S(=O)(=O)NC(C(=O)N2CCN(S(=O)(=O)c3cccc(F)c3)CC2)C(C)C)cc1 (configuration not stated),i,i
O=C(COC(=O)c1ccccn1)NCc1cccc(Cl)c1,i,i
CC(C)(C)c1nnc2sc(SCC(O)=C(C#N)c3nc4ccccc4[nH]3)nn2c1=O,i,i
Cc1ccc(/C=N/NC(=O)c2cc3c(s2)CCCC3)o1,i,i
Cc1ccc(S(=O)(=O)c2nc(-c3ccccc3)oc2N2CCCC2)cc1,i,i
CN(Cc1cnc2nc(N)nc(N)c2n1)c1ccc(C(=O)NC(CCC(=O)O)C(=O)O)cc1C(F)(F)F (configuration not stated),i,i
CC(C)(C)OC(=O)C(C1NC(C(=O)O)C(C)(C)S1)N1C(=O)c2ccccc2C1=O (configuration not stated),i,i
Cc1ccc(OCCC(=O)NNC(=O)c2ccccc2F)cc1,i,i
CC(=O)c1c(C)[nH]c(C(=O)OCC(=O)NCc2ccc(Cl)cc2)c1C,i,i
N#CCC(=O)Nc1ccc(C(=O)OCC(=O)N2CCN(C(=O)c3ccco3)CC2)cc1,i,i
COc1ccc(-c2csc(NC(=O)CCNC(=O)c3ccco3)n2)cc1OC,i,i
CCCCn1c(N)c(N(C)C(=O)c2cc3c(F)cccc3s2)c(=O)[nH]c1=O,i,i
Cc1ccc(NC(=O)CN(C)C(=O)CSc2nc3ccccc3c(=O)n2CCO)cc1,i,i
O=C(COC(=O)c1ccc(O)cc1O)c1ccc2c(c1)OCCO2,i,i
Clc1cc(Cl)c(Cl)cc1Cl,i,i
CC1CN(Cc2ccccc2)C(=O)N(c2ccccc2)C1=O (configuration not stated),i,i
Cc1csc(=O)n1CCC(=O)NCc1ccc(F)cc1,i,i
Cn1cnnc1SCC(=O)Nc1ccc(S(=O)(=O)N2CCOCC2)cc1,i,i
COc1ccc(OC)c(NC(=O)COC(=O)CCc2nc3ccccc3c(=O)[nH]2)c1,i,i
O=C(Nc1ccc(S(=O)(=O)N2CCCCC2)cc1)c1ccc(Cl)nc1,i,i
COc1cccc(C(=O)OCC(=O)c2c(N)n(C)c(=O)n(C)c2=O)c1,i,i
COc1ccc(C(=O)NCC(=O)N2CCC(Cc3ccccc3)CC2)cc1OC,i,i
Nc1c2c(=O)[nH]c(O)cc2nn1-c1ccccc1,i,i
C=CCn1c(SCC(=O)c2ccc(O)c(O)c2)nnc1-c1ccc(OC)cc1,i,i
Cc1cccc(C)c1NC(=O)CNC(=O)C(C)N1CCN(c2cccc(Cl)c2)CC1 (configuration not stated),i,i
O=C(CSc1ncnc2c1cnn2-c1ccccc1)NC1CCS(=O)(=O)C1 (configuration not stated),i,i
CCOC(=O)N1CCN(C(=O)C(CC(C)C)NS(=O)(=O)c2ccc(C)cc2)CC1 (configuration not stated),i,i
Cc1ccc(NC(=O)CCN2C(=O)C3CC=CCC3C2=O)cc1Cl (configuration not stated),i,i
COc1ccc2ccc(O)c(CN3CCN(S(=O)(=O)c4cc([N+](=O)[O-])ccc4C)CC3)c2c1,i,i
CCc1noc(C)c1C(=O)N1CCN(S(=O)(=O)c2cccc(C(F)(F)F)c2)CC1,i,i
CCN(CC)C1Oc2cc3c(cc2C(c2cccc(OC)c2O)C1C)OCO3 (configuration not stated),i,i
CCOC(=O)C1CCN(C(=O)C(C)Sc2nnc3ccccn23)CC1 (configuration not stated),i,i
COc1ccc2cc(-c3cccnc3)ncc2c1,i,i
COc1ccc2nc(C)cc(N/N=C/c3ccccc3)c2c1,i,-9.38*
COC(=O)c1ccc(COC(=O)CSCC(=O)Nc2ccc(C)cc2C)cc1,i,i
COc1ccc(S(=O)(=O)N2CCCCC2)cc1NC(=O)CCCNC(=O)c1ccc(Cl)cc1,i,i
CC(OC(=O)CCc1nc2ccccc2c(=O)[nH]1)C(=O)Nc1cccc(C(F)(F)F)c1 (configuration not stated),i,i
Cc1ccc(S(=O)(=O)NCCC(=O)NCC(c2cccs2)N(C)C)cc1 (configuration not stated),i,i
CCOC(=O)[C@@H]1[C@H]2COc3ccc(Br)cc3[C@@H]2N2C(=O)N(c3ccc(OC)cc3)C(=O)[C@@]12C,i,i
CN1C(=O)N(CC(=O)Nc2sccc2C(N)=O)C(=O)C12CCCCC2,i,i
O=C1NC(=O)C(=Cc2ccco2)S1,i,i
COc1ccccc1-c1nn(Cc2ccccc2)cc1C(=O)NCC(c1ccco1)N1CCCC1 (configuration not stated),i,i
CCCc1cc(=O)[nH]c(SCC(=O)Nc2cc(S(=O)(=O)N(CC)c3ccccc3)ccc2Cl)n1,i,i
Cc1ccc(N(C)S(=O)(=O)c2cccc(C(=O)NCC(c3ccco3)N3CCCC3)c2)cc1 (configuration not stated),i,i
Cc1ccc(F)cc1NC(=O)/C=C/c1ccc(S(=O)(=O)N2CCOCC2)cc1,i,i
CC(C)Cn1c(SC(C)C(=O)NCC2CCCO2)nc2ccc(Cl)cc2c1=O (configuration not stated),-25.1*,i
O=C1Nc2ccccc2C1=NN1CCCCCC1,i,i
CCN(C[C@H]1N[C@@](C)(C(=O)OC)[C@H]2C(=O)N(Cc3ccccc3)C(=O)[C@@H]12)C(=O)Nc1ccc(C)cc1,i,i
COCc1nnc(NS(=O)(=O)c2ccc(OC)cc2)s1,i,i
CN(c1ccccc1)S(=O)(=O)c1cccc(C(=O)Nc2cccc(C(=O)NC3CC3)c2)c1,i,i
